# Assay outcomes (PubChem BioAssay)
# mlh1 rad18: NCI yeast anticancer drug screen, S. cerevisiae mlh1 rad18 strain. growth inhibition, % at 50 µM. actives 11% (n = 79,000). AID 175;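 note: 0% = growth of vehicle-only cultures of the same strain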
#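 In this whole-cell yeast screen, a strain with altered DNA damage repair is challenged with compound, and its growth is measured against matched vehicle-treated controls.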
# yeast mec2-1: NCI yeast anticancer drug screen, S. cerevisiae mec2-1 strain; % growth inhibition at 50 µM; AID 157; actives 9% (n = 79,000);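 note: 0% = growth of vehicle-only cultures of the same strain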
#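 Test agents were screened against the mec2-1 yeast strain, with defined DNA repair or cell cycle alteration. Growth was scored as inhibition against vehicle-only controls.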
# sgs1 mgt1: NCI yeast anticancer drug screen, S. cerevisiae sgs1 mgt1 strain. % growth inhibition at 50 µM. actives 10% (n = 78,000);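 note: 0% = growth of vehicle-only cultures of the same strain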
#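 Growth of a repair-deficient yeast mutant was monitored after compound treatment and expressed as inhibition relative to vehicle-treated cultures.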
# yeast rad50: NCI yeast anticancer drug screen, S. cerevisiae rad50 strain; actives 10% (n = 79,000); % growth inhibition at 50 µM;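 note: 0% = growth of vehicle-only cultures of the same strain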
#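 A DNA repair-deficient yeast mutant serves as the test organism; compound-induced growth inhibition is calculated against vehicle-treated cells.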
# cln2 rad14: NCI yeast anticancer drug screen, S. cerevisiae cln2 rad14 strain; growth inhibition, % at 50 µM; actives 8.3% (n = 78,000);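 note: 0% = growth of vehicle-only cultures of the same strain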
#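 Growth inhibition, relative to vehicle-treated controls, is the read-out. The test organism is a yeast strain with defined genetic alterations, cln2 rad14.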
# yeast bub3: NCI yeast anticancer drug screen, S. cerevisiae bub3 mutant strain; % growth inhibition at 50 µM; actives 9.9% (n = 78,000); AID 167;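 note: 0% = growth of vehicle-only cultures of the same strain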
#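 Screening used yeast with an engineered genetic alteration affecting cell cycle control. Compound-exposed cultures were compared with vehicle cultures, and reduced growth was taken as inhibition.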
# Numbers without * were called inactive; x = no result given; & = joins results of further samples. Cut-off read from the data, not from the text of the source: active = growth inhibition above about 70%; inactive = the rest.
1. CC(C)c1ccc(C(C#N)C(C#N)c2ccccc2)cc1 (stereo not given)
2. Cc1cccc(NC(=O)/C=C/c2ccccc2)n1
3. O=C(O)CCCCC1CCCC1
4. c1ccc([P+](c2ccccc2)(c2ccccc2)c2ccc([P+](c3ccccc3)(c3ccccc3)c3ccccc3)cc2)cc1
5. O=c1[nH]cc(COCCO)c(=O)[nH]1
6. Cc1cc2c(=O)c3ccc(Cl)cc3[nH]c2c(C(N)=O)c1C
7. Cc1nnc2c3c4c(sc3nc(C)n12)CCCC4
8. COc1ccc2c(c1)CCC1=C2CCC2C(=O)OC(=O)C12C (stereo not given)
assay / compound	1	2	3	4	5	6	7	8
mlh1 rad18	8	-22	56	10&-29	7	13	0	2
yeast mec2-1	37	-26	8	5&-10	-3	7	-2	12
sgs1 mgt1	3	-4	12	2&0	-19	14	-1	17
yeast rad50	6	6	43	15&-9	-20	22	-11	2
cln2 rad14	26	-81	5	-8&-1	7	26	-7	0
yeast bub3	6	9	18	7&11	-18	7	3	6

9. ClCC1CCN(Cc2ccccc2)CC1
10. O=C(O)C1CC2CC2C1 (stereo not given)
11. Cc1ccc(S(=O)(=O)Nc2ccc3c(c2)C(=O)c2ccccc2-3)cc1
12. N#C/C(=C1C=C/C(=N/O)C(Br)=C/1)c1ccccc1
13. Nc1nccc(CCc2ccccc2)n1
14. Cc1ccc(NCCN(C)C)c2c(=O)c3cccc(O)c3sc12
15. NC(CSS(=O)(=O)O)=NCCCCC1CCCCC1
16. OC1CCC2CCCC2C1 (stereo not given)
assay / compound	9	10	11	12	13	14	15	16
mlh1 rad18	7	9	85*	22	-11	65	16	-1
yeast mec2-1	14	12	91*	13	-11	35	-3	-2
sgs1 mgt1	7	-3	91*	x	-10	18	7	-2
yeast rad50	-4	3	92*	50	-26	74*	-6	2
cln2 rad14	-17	10	59	x	-6	27	-6	1
yeast bub3	-10	16	94*	x	-11	40	0	-9

17. CCN(CCO)CC1OC(c2ccccc2)OC2C1OC1OC(C)(C)OC12 (stereo not given)
18. CCCCC(=O)NN(Cn1c(=S)sc2ccccc21)Cn1c(=S)sc2ccccc21
19. C[N+]1=C(/C=C/c2ccc([N+](=O)[O-])cc2)C(C)(C)c2ccccc21
20. COCC1OC(OC2(COC)OC(COC)C(OC)C2OC)C(OC)C(OC)C1OC (stereo not given)
21. Cc1ccc(S(=O)(=O)CCCl)cc1
22. CN(C)N=C1c2ccccc2-c2ccccc21
23. COc1cc2cc(C)c(C)cc2cc1OC
24. C=CCOc1ccccc1C(OCC)OCC
assay / compound	17	18	19	20	21	22	23	24
mlh1 rad18	48	1	17	6	8	16	6	44
yeast mec2-1	12	-2	10	-4	-7	2	14	23
sgs1 mgt1	32	-2	15	-9	-22	18	-4	53
yeast rad50	24	4	2	22	7	34	-6	46
cln2 rad14	40	5	19	-34	-31	-49	-23	8
yeast bub3	7	-1	4	-18	5	-11	-22	30

25. CCCCNC(=O)c1c(Cl)c(Cl)c(Cl)c(Cl)c1C(=O)O
26. CC1COC(c2cc3c(cc2Cl)OCO3)O1 (stereo not given)
27. COc1ccc(C2CC(=O)CC(=O)C2)cc1
28. Nc1c(I)cccc1C(=O)O
29. CCOC(=O)N1OC2C=CC1CC2 (stereo not given)
30. C/C(=N\NC(=S)Nc1ccccc1)c1nc2ncccc2[nH]1
31. CC(C)(CN1CCCCC1)C(=O)CC(SCCS(=O)(=O)O)c1ccc(Br)cc1 (stereo not given)
32. NC(=S)c1ncnc2c1ncn2C1OC(CO)C(O)C1O (stereo not given)
assay / compound	25	26	27	28	29	30	31	32
mlh1 rad18	28	0	56	6	15	7	65	-26
yeast mec2-1	17	-2	10	-15	-9	-25	53	-1
sgs1 mgt1	5	-20	33	-3	-12	-43	68	-1
yeast rad50	37	-12	65	6	-7	-18	74*	5
cln2 rad14	18	-11	-3	15	12	-12	57	2
yeast bub3	16	-27	16	2	3	10	75*	5

33. O=C(CC1(O)C(=O)Nc2c(Cl)cc(Cl)cc21)c1ccc(Br)cc1 (stereo not given)
34. O=[N+]([O-])c1cccc2c1CCCC2
35. COc1nc2c(c(O)cn2C2OCC(OC(C)=O)C(OC(C)=O)C2OC(C)=O)c(=O)n1C (stereo not given)
36. Cc1csc2[nH]c(=O)[nH]c(=O)c12
37. CCc1n[nH]c(=S)n1/N=C/c1ccc(-c2ccc([N+](=O)[O-])cc2)o1
38. CC1CC2C3CC(F)C4=CC(=O)C=CC4(C)C3(F)C(O)CC2(C)C1(O)C(=O)CO (stereo not given)
39. CC(=O)NC1CCCCC1CC1CCCCC1 (stereo not given)
40. O=C(c1ccccc1)C1S(=O)(=O)OCCOS1(=O)=O
assay / compound	33	34	35	36	37	38	39	40
mlh1 rad18	93*	-6	16	4	10	3	17	-17
yeast mec2-1	92*	-19	-6	6	-18	-37	20	-20
sgs1 mgt1	92*	-16	-26	-1	-14	-8	36	-2
yeast rad50	93*	0	-2	6	15	-1	19	10
cln2 rad14	92*	-12	-3	-28	10	-13	79*	0
yeast bub3	94*	1	-1	-15	-14	-28	24	-19

41. CCC(=O)C(C)C(=O)C(=O)NCCNC(=O)C(=O)C(C)C(=O)CC (stereo not given)
42. Nc1nnc2nc(C(C(=O)c3ccc(F)cc3)c3nc4nnc(N)n4[nH]c3=O)c(=O)[nH]n12
43. O=[N+]([O-])c1cc([N+](=O)[O-])c2ccccc2c1NS(=O)(=O)c1ccc(Cl)c(Cl)c1Cl
44. COc1cc(NCCC2CCCCN2C)c2ncccc2c1 (stereo not given)
45. O=C(Cl)CNS(=O)(=O)c1ccccc1
46. O=C(O)C1CCCCC1C(=O)O.[NH-]C1CCC1.[NH2-].[Pt+2] (stereo not given)
47. O=C1c2ccccc2C(=O)c2c([N+](=O)[O-])ccc(O)c21
48. O=C1c2ccccc2-c2ccc3c4ccc5c6c(ccc(c7ccc1c2c73)c64)C(=O)c1ccccc1-5
assay / compound	41	42	43	44	45	46	47	48
mlh1 rad18	-26	19	20	22	1	99*	47	38
yeast mec2-1	-1	4	42	-22	5	99*	22	23
sgs1 mgt1	3	-10	35	9	1	99*	41	37
yeast rad50	20	15	46	-4	5	99*	12	53
cln2 rad14	-17	8	38	2	16	99*	-4	31
yeast bub3	-8	0	20	14	6	99*	62	15

49. O=C(Cl)C=Cc1ccc([N+](=O)[O-])cc1 (mixture of isomers)
50. CCCc1c(-c2ccccc2)nc(N)nc1-c1nc(N)nc(-c2ccccc2)c1CCC
51. O=c1[nH]cc(Br)c(=O)[nH]1
52. Cc1cccc(C)c1NN
53. CN(C)c1ccc(/C=C/c2nccc3ccccc23)cc1
54. CSc1nc2c(nc(N)n2C2OCC(O)C(O)C2O)c(=O)n1C (stereo not given)
55. COC(=O)/C(=C\c1ccc(N(CCC#N)CCC#N)cc1)NC(=O)c1cc([N+](=O)[O-])ccc1Cl
56. Nc1cc(Cl)ccc1C(=O)O
assay / compound	49	50	51	52	53	54	55	56
mlh1 rad18	2	-1	37	24	91*	32	-3	50
yeast mec2-1	7	-11	20	-4	92*	14	-4	92*
sgs1 mgt1	0	-12	14	12	95*	23	-16	50
yeast rad50	5	-2	29	23	91*	12	-1	81*
cln2 rad14	-7	9	9	-13	75*	33	6	43
yeast bub3	2	-2	22	-12	94*	18	-22	96*

# Among those listed so far, two contain fluorine:
38. CC1CC2C3CC(F)C4=CC(=O)C=CC4(C)C3(F)C(O)CC2(C)C1(O)C(=O)CO (stereo not given)
42. Nc1nnc2nc(C(C(=O)c3ccc(F)cc3)c3nc4nnc(N)n4[nH]c3=O)c(=O)[nH]n12
assay / compound	38	42
mlh1 rad18	3	19
yeast mec2-1	-37	4
sgs1 mgt1	-8	-10
yeast rad50	-1	15
cln2 rad14	-13	8
yeast bub3	-28	0

# Continued:
57. Cc1ccccc1OCC(O)COC(=O)CCS(=O)(=O)O (stereo not given)
58. CCOC(=O)CSc1nc(-c2ccc(OC)cc2)c(C#N)c(=O)[nH]1
59. Oc1ccc(C=NCCN=Cc2ccc(O)cc2)cc1
60. COc1cccc2c1C(=O)c1ccccc1C2=O
61. Ic1ccc(N=Cc2cccs2)cc1
62. Ic1cc2c(cc1C1SCCCS1)OCO2
63. COc1ccc2nc(N/N=C/c3sccc3C)cc(C)c2c1
64. O=[N+]([O-])c1ccc(C=NC23CC4CC(CC(C4)C2)C3)cc1
assay / compound	57	58	59	60	61	62	63	64
mlh1 rad18	-6	-68	12	6	22	-22	88*	-4
yeast mec2-1	-7	-5	-17	-9	-2	-20	88*	-11
sgs1 mgt1	-8	-1	-15	5	22	-32	84*	0
yeast rad50	-25	2	10	22	5	-23	86*	-8
cln2 rad14	8	8	-24	-21	7	-7	81*	14
yeast bub3	37	-1	5	1	11	-37	86*	6

# Records 32 through 48, reprinted for reference:
32. NC(=S)c1ncnc2c1ncn2C1OC(CO)C(O)C1O (stereo not given)
33. O=C(CC1(O)C(=O)Nc2c(Cl)cc(Cl)cc21)c1ccc(Br)cc1 (stereo not given)
34. O=[N+]([O-])c1cccc2c1CCCC2
35. COc1nc2c(c(O)cn2C2OCC(OC(C)=O)C(OC(C)=O)C2OC(C)=O)c(=O)n1C (stereo not given)
36. Cc1csc2[nH]c(=O)[nH]c(=O)c12
37. CCc1n[nH]c(=S)n1/N=C/c1ccc(-c2ccc([N+](=O)[O-])cc2)o1
38. CC1CC2C3CC(F)C4=CC(=O)C=CC4(C)C3(F)C(O)CC2(C)C1(O)C(=O)CO (stereo not given)
39. CC(=O)NC1CCCCC1CC1CCCCC1 (stereo not given)
40. O=C(c1ccccc1)C1S(=O)(=O)OCCOS1(=O)=O
41. CCC(=O)C(C)C(=O)C(=O)NCCNC(=O)C(=O)C(C)C(=O)CC (stereo not given)
assay / compound	32	33	34	35	36	37	38	39	40	41
mlh1 rad18	-26	93*	-6	16	4	10	3	17	-17	-26
yeast mec2-1	-1	92*	-19	-6	6	-18	-37	20	-20	-1
sgs1 mgt1	-1	92*	-16	-26	-1	-14	-8	36	-2	3
yeast rad50	5	93*	0	-2	6	15	-1	19	10	20
cln2 rad14	2	92*	-12	-3	-28	10	-13	79*	0	-17
yeast bub3	5	94*	1	-1	-15	-14	-28	24	-19	-8

42. Nc1nnc2nc(C(C(=O)c3ccc(F)cc3)c3nc4nnc(N)n4[nH]c3=O)c(=O)[nH]n12
43. O=[N+]([O-])c1cc([N+](=O)[O-])c2ccccc2c1NS(=O)(=O)c1ccc(Cl)c(Cl)c1Cl
44. COc1cc(NCCC2CCCCN2C)c2ncccc2c1 (stereo not given)
45. O=C(Cl)CNS(=O)(=O)c1ccccc1
46. O=C(O)C1CCCCC1C(=O)O.[NH-]C1CCC1.[NH2-].[Pt+2] (stereo not given)
47. O=C1c2ccccc2C(=O)c2c([N+](=O)[O-])ccc(O)c21
48. O=C1c2ccccc2-c2ccc3c4ccc5c6c(ccc(c7ccc1c2c73)c64)C(=O)c1ccccc1-5
assay / compound	42	43	44	45	46	47	48
mlh1 rad18	19	20	22	1	99*	47	38
yeast mec2-1	4	42	-22	5	99*	22	23
sgs1 mgt1	-10	35	9	1	99*	41	37
yeast rad50	15	46	-4	5	99*	12	53
cln2 rad14	8	38	2	16	99*	-4	31
yeast bub3	0	20	14	6	99*	62	15

# (next part)
65. COC(=O)c1ccc(O)c(OC)c1
66. COc1ccc(NC(=O)Oc2ccc(OC)cc2)cc1
67. O=[N+]([O-])c1cc([N+](=O)[O-])c(/C=C/c2ccccc2Cl)cc1/C=C/c1ccccc1Cl
68. CC1=CC(=O)C2=C(C)CCC3C(C)C(=O)OC3C12 (stereo not given)
69. O=C(c1ccccc1)N1CCOCC1
assay / compound	65	66	67	68	69
mlh1 rad18	10	-16	0	-61	13
yeast mec2-1	-2	12	13	-10	-2
sgs1 mgt1	-9	1	16	-7	-3
yeast rad50	-25	6	-10	-4	10
cln2 rad14	28	11	-20	11	12
yeast bub3	13	6	0	-4	-1
